RGS4 inh = Inhibitors of Regulator of G Protein Signaling (RGS) 4: qHTS; Regulator of G-protein signaling 4 (Homo sapiens), P49798; Transcreener GDP fluorescence polarization, RGS4-accelerated GTP hydrolysis; Potency, µM (series often up to 114 µM), for inactives: top-dose activity change, negative = inhibition, most hits filed as inhibitors; 390,000 compounds, 0.039% hits; also: potency is read from the fitted curve at half-maximal effect; % is scaled to controls: 0 for no effect and ±100 for the full control effect; nearly all actives have a fitted effect of over 75% in size; some results filed as inactive show a strong effect at the top dose
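MLSMR compounds (23 nl, pin-transferred) preincubated 10 min at room temperature with a 500nM (2x) first reagent, then RGS4 at 900nM (2x) plus Transcreener GDP mix added; fluorescence polarization (620/688 nm) read before and after 90 min at 30 °C.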
TrxR1 inh = qHTS Assay for Inhibitors of Mammalian Selenoprotein Thioredoxin Reductase 1 (TrxR1): qHTS; Thioredoxin reductase 1, cytoplasmic (Rattus norvegicus), O89049; recombinant rTrxR1, NADPH fluorescence consumption, selenite substrate; Potency, µM (titrated, usually from 114 µM), for inactives: at the highest dose activity change, negative = inhibition, actives largely listed as inhibitors; 390,000 compounds, 1% hits; also: potency is read from the fitted curve at half-maximal effect; % is scaled to controls: 0 for no effect and ±100 for the full control effect; nearly all actives have a fitted effect of over 65% in size
Target sequence (O89049 whole entry, looked up): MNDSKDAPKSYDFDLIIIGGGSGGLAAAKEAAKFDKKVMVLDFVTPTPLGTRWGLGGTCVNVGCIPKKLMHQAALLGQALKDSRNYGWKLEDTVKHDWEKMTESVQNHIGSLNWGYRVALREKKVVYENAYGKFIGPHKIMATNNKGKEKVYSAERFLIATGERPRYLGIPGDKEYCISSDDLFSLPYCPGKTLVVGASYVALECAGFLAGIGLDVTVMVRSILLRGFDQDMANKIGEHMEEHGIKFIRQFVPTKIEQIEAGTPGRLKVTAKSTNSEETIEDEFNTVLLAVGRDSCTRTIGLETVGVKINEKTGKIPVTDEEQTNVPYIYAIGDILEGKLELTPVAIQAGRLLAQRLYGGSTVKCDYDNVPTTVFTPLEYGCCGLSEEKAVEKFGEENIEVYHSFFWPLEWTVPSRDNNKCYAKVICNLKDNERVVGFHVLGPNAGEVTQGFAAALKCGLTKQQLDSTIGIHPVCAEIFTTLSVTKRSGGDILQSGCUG
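Rat TrxR1 (90 nM in the dispensed reagent) was pre-reduced with 400 uM NADPH for 5 min at room temperature, then incubated with compound for 15 min. After 400 uM selenite was added, NADPH fluorescence (Ex 340/Em 450 nm) was followed for 8 min.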
LDHA inh = qHTS assay for inhibitors of human lactate dehydrogenase. L-lactate dehydrogenase A chain (Homo sapiens), P00338. activity change, % (values are at about 110 or 230 µM). 480,000 compounds, 0.15% hits. AID 1347041, 2019. purified LDHA, NADH/diaphorase-resazurin fluorescence; stronger effect = lower value; in the data active = activity change below about -30%; inconclusive = mostly about -25% to -30%;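 also: plate controls were DMSO wells for no effect and wells without enzyme for full effect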
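Human LDH5 (2 nM) was incubated with 0.06 mM NADH and 0.2 mM pyruvate for 5 min at room temperature in Tris pH 7.4. Remaining NADH was coupled through diaphorase/resazurin, and resorufin fluorescence was read at 0 and 20 min.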
Vif-A3G inh = qHTS for Inhibitors of Vif-A3G Interactions: qHTS | DNA dC->dU-editing enzyme APOBEC-3G (Homo sapiens), Q9HC16 | HeLa A3G-eYFP + Vif (tagged APOBEC3G with the HIV-1 protein that degrades it), YFP fluorescence, overnight | Potency, µM (doses to about 46.1 µM), for inactives: at the highest dose activity, negative = active, hits mostly inhibitors | 410,000 compounds, 0.076% hits | AID 602310, 2012;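 also: potency is read from the fitted curve at half-maximal effect; % is scaled to controls: 0 for no effect and ±100 for the full control effect; nearly all actives have a fitted effect of over 60% in size; hits raise eYFP signal because A3G escapes Vif-driven loss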
Target sequence (Q9HC16 whole entry, looked up): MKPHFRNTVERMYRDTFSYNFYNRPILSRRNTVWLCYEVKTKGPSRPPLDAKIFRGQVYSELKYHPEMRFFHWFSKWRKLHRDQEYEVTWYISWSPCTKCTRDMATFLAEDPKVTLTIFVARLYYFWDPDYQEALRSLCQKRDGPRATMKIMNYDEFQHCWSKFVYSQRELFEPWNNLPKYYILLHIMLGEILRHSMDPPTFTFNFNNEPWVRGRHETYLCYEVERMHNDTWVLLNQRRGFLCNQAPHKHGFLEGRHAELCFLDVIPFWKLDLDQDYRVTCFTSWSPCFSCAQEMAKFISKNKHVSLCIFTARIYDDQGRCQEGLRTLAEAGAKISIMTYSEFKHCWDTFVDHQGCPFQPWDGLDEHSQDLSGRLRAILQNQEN
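Read-out is eYFP fluorescence (Ex 488/Em 500-530) from Vif-expressing HeLa A3G-eYFP cells; more signal means A3G escaped Vif-mediated degradation. Cells plated overnight, compound pinned in, incubated overnight at 37 deg C.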
Glioma ERSR ind = qHTS for Inducers of the Endoplasmic Reticulum Stress Response (ERSR) in Human Glioma: qHTS; U87-MG GRP78 promoter luciferase reporter, 16 h; Potency, µM, for the others: at the top dose activation, most hits filed as activators; 420,000 compounds, 0.02% hits; AID 602332, 2012; also: potency is read from the fitted curve at half-maximal effect; series mostly up to about 76 µM; % of control where 0% means no effect; nearly all actives have a fitted effect of over 35% in size
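Stably transfected U87-MG human glioma cells carrying a GRP78-based luminescent sensor were seeded at 1000 cells/well, pin-dosed with compounds and incubated 16 h. Luciferase reagent was then added, and end-point luminescence was read after 10 min at room temperature.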
IDH1 R132H inh = qHTS for Inhibitors of mutant isocitrate dehydrogenase 1 (IDH1): qHTS; Isocitrate dehydrogenase [NADP] cytoplasmic (Homo sapiens), O75874; IDH1-R132H enzyme, NADPH consumption, diaphorase/resazurin fluorescence; Potency, µM (top dose mostly 76.6 µM), without a hit: top-dose activity change, negative = inhibition, usual class: inhibitors; 390,000 compounds, 0.093% hits; AID 602179, 2012; also: potency is read from the fitted curve at half-maximal effect; % is scaled to controls: 0 for no effect and ±100 for the full control effect; nearly all actives have a fitted effect of over 65% in size
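IDH1-R132H (0.5 ug/mL dispensed) in pH 7.5 Tris buffer was preincubated 30 min with compound, then given a substrate mix of 0.016 mM NADPH and 2 mM alpha-KG for 80 min at room temperature; remaining NADPH was read by diaphorase/resazurin fluorescence.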
Vif-APOBEC3F blk = qHTS for Inhibitors of Vif-A3F Interactions: qHTS. HeLa A3F-eYFP + Vif (tagged APOBEC3F with the HIV-1 protein that degrades it), YFP fluorescence increase. Potency, µM (series often up to 46.1 µM), for inactives: at the top dose activity, negative = active. 390,000 compounds, 0.2% hits. AID 602313, 2012; also: potency is read from the fitted curve at half-maximal effect; % of control where 0% means no effect; nearly all actives have a fitted effect of over 65% in size
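HeLa cells stably expressing A3F-eYFP plus Vif, plated and incubated overnight at 37 deg C, then exposed to compounds overnight at 37 deg C. Blocked degradation read as raised yellow fluorescence (Ex 488/Em 500-530).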
TrxR1 substrate = qHTS Assay for Substrates of Mammalian Selenoprotein Thioredoxin Reductase 1 (TrxR1): qHTS; purified TrxR1 substrate turnover, NADPH consumption readout; Potency, µM (top dose mostly 114 µM), for inactives: at the highest dose activity change, negative = substrate turnover; 390,000 compounds, 0.01% hits; also: potency is read from the fitted curve at half-maximal effect; % is scaled to controls: 0 for no effect and ±100 for the full control effect; nearly all actives have a fitted effect of over 50% in size
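Rat TrxR1, dispensed at 90 nM, was prereduced with 400 uM NADPH (final) for 5 min at ~22 deg C, then incubated with compound 15 min before 400 uM selenite. A first-read NADPH fluorescence drop versus no-compound background flagged substrates.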
USP1 inh = Inhibitors of USP1/UAF1: Primary Screen. Potency, µM (doses to about 57.1 µM), inactives show top-dose activity change, negative = inhibition, hits mostly inhibitors. 390,000 compounds, 0.23% hits. recombinant USP1/UAF1, Ub-Rhodamine cleavage fluorescence; also: potency is read from the fitted curve at half-maximal effect; % is scaled to controls: 0 for no effect and ±100 for the full control effect; nearly all actives have a fitted effect of over 60% in size; inactives centre near -12
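In this screen, compounds sit with the deubiquitinase complex (1nM) for 15 min at room temperature before Ub-Rho is added at 150nM final. Fluorescence rise is then followed for 6 reads every 60 seconds.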
* marks the source's active call; other numbers are inactive results; ? = inconclusive; [ ] = remark or other dose. Unless noted, calls follow the shape of the dose curve; as a rule, active = well fitted curve in the direction sought with a large enough effect; inconclusive = small, poorly fitted or top-dose-only effect, or another doubt; inactive = no such curve, though single readings can be large; an effect the other way counts as inactive or inconclusive. Some of the compounds tested. The share of hits here may be higher or lower than overall.

Sequence of screens – RGS4 inh	TrxR1 inh	LDHA inh	Vif-A3G inh	Glioma ERSR ind	IDH1 R132H inh	Vif-APOBEC3F blk	TrxR1 substrate	USP1 inh
O=C(Cc1ccccc1F)NCC1(N2CCOCC2)CCCCC1
  24.0%	7.5%	-8.0	-1.1%	-2.4%	0.0%	-21.7%	-2.0%	-13.1%
Cc1ccn2c(C(=O)N/N=C\c3ccc4c(c3)OCO4)c(C)nc2c1
  10.5%	-19.3%	-0.8	-2.7%	-4.7%	1.5%	1.5%	-13.4%	-3.4%
Cc1cc(C)c(S(=O)(=O)Nc2cccc(C(=O)O)c2)cc1S(=O)(=O)Nc1cccc(C(=O)O)c1
  11.7%	-17.9%[57.1 µM]	-16.1	0.5%	-2.8%	12.5%	-4.5%	-0.8%[57.1 µM]	-12.9%
O=C1CC(C(=O)Nc2cc(Cl)ccc2Cl)n2ncnc2N1 (stereo not given)
  -8.8%	-23.1%	1.9	-0.6%	-2.6%	4.0%	-1.1%	-9.4%[57.1 µM]	-21.6%
COc1cc(C=O)ccc1OCCCOc1ccccc1C(=O)O
  ?	-18.5%[57.1 µM]	0.7	3.2%	0.6%	-3.8%	11.2%	-2.1%[57.1 µM]	4.9%
CCN(CC)S(=O)(=O)c1ccc(C(=O)NC2CC(=O)N(c3ccc4c(c3)OCCO4)C2)cc1 (stereo not given)
  -15.2%	13.5%[57.1 µM]	-4.2	-1.7%	-1.1%	-8.0%	-4.5%	5.4%[57.1 µM]	-31.0%
Cc1noc(C)c1S(=O)(=O)N(CC(=O)Nc1ccc2c(c1)OCCO2)c1ccc(C(C)C)cc1
  27.7%	4.7%	-3.1	1.6%	-1.9%	-1.0%	-4.9%	-12.4%	-0.8%
COc1ccccc1NC(=O)CN1CC(=O)Nc2ccccc21
  17.4%	15.1%[57.1 µM]	-1.1	-0.6%	-6.9%	1.3%	-6.0%	10.0%[57.1 µM]	-16.0%
NC(=O)c1ccsc1NC(=O)COC(=O)c1cccnc1Cl
  2.9%	9.5%[57.1 µM]	-4.3	-2.5%	-1.5%	2.7%	1.5%	10.8%[57.1 µM]	-17.4%
COc1cccc(CC(=O)NCCCSc2ccccc2)c1
  -21.5%	19.3%	-1.3	4.2%	-4.8%	-2.1%	0.9%	5.7%	-14.5%
Cc1ccc(C2NC(=O)Cc3ccccc32)cc1 (stereo not given)
  8.4%	1.9%	-0.1	-0.1%	-0.6%	9.9%	-2.5%	-5.2%	-13.0%
O=C(O)c1ccc(N2C(=O)/C(=C/c3ccc(-c4ccc([N+](=O)[O-])cc4)o3)C=C2c2ccccc2)cc1
  -49.5%	?	1.4	-10.7%	-0.2%	?	-11.4%	-13.6%	-13.5%
COc1ccc(N(CC(=O)N2CCc3ccccc32)S(=O)(=O)c2c(C)noc2C)cc1
  23.6%	4.3%	-5.9	-0.1%	-0.5%	-6.3%	-9.0%	1.7%	-12.8%
CC1CCCCN1C(=O)CSc1nnc(-c2ccco2)o1 (stereo not given)
  -14.8%	5.8%	1.5	4.9%	-4.9%	0.9%	-1.0%	9.5%	-5.8%
Cc1cc(C(=O)OCC(=O)N2CCOCC2)c(C)n1-c1ccccc1
  -16.8%	6.6%	-1.2	0.2%	6.1%	4.9%	-4.2%	3.4%	-12.3%
COc1ccc2nc(NC(=O)c3cccnc3SC)sc2c1
  1.1%	36.5%[activator]	-3.7	-17.1%	3.3%	6.5%	10.1%	4.7%	-20.7%
CC1CN(C(=O)N2CCC(C(=O)N3CCN(c4ccccc4)CC3)CC2)c2cc(Cl)ccc2O1 (stereo not given)
  0.4%	3.3%	-3.5	-0.6%	-3.9%	0.8%	0.2%	-2.5%	-16.0%
CC(=O)NC(=S)NNC(=O)COc1ccc([N+](=O)[O-])cc1
  ?	?	-7.1	-5.0%	-3.0%	21.1%	-2.0%	-2.7%	-8.4%
O=C(NCC(c1cccnc1)N1CCN(Cc2ccccc2)CC1)C(=O)Nc1cccc(F)c1 (stereo not given)
  13.0%	6.7%	-3.2	-2.6%	2.7%	28.2%	1.9%	16.7%[11.4 µM]	3.7%
COc1ccc(N(C)S(=O)(=O)c2cccc(C(=O)NCC(c3cccs3)N(C)C)c2)cc1 (stereo not given)
  -25.7%	5.4%	-1.2	0.4%	-0.1%	8.3%	3.0%	6.1%	-4.9%
CCOC(=O)c1c(S(=O)(=O)NCC(=O)Nc2cccc(C)n2)c(C)n(C)c1C
  7.6%	-14.1%	-11.0	0.0%	-0.7%	-2.0%	-14.7%	-5.9%	-7.2%
O=C(CN1C(=O)CNC1=O)Nc1ccc(Cl)cc1
  22.4%	21.2%	-4.1	0.6%	-3.1%	1.6%	2.4%	5.7%	-22.5%
CCCN1CCC(NC(=O)Nc2ccc(OC)c(OC)c2)CC1
  -12.9%	11.2%	-10.3	2.3%	-0.6%	8.1%	-11.1%	3.0%	-5.5%
CCOC(=O)c1[nH]c2ccc(OC)cc2c1NC(=O)CCN1CCC(C)CC1
  -30.2%	7.4%[57.1 µM]	-11.3	1.3%	-5.1%	1.7%	3.8%	23.6%[57.1 µM]	-2.0%
Cc1ccc(CCCOC(=O)CN2CCCCC2)cc1
  -7.1%	22.2%[57.1 µM]	-9.6	-0.9%	0.8%	17.7%	5.7%	8.9%[57.1 µM]	-16.2%
CC(C)Sc1nnc(NC(=O)c2ccc3c(c2)OCO3)s1
  -6.5%	-12.7%	-7.6	-0.1%	-0.4%	20.4%	0.4%	-7.9%	-2.0%
O=C(NCC1CCCCC1)c1cc(S(=O)(=O)N2CCCCC2)ccc1Cl
  -8.5%	26.9%	-7.8	3.8%	-2.6%	-3.9%	2.3%	0.9%	-13.4%
CN(c1ccccc1)c1ccc(/C=C/[N+](=O)[O-])cc1
  ?	?	-0.7	-19.3%	-17.5%	29.3µM*	?	-5.2%	?
CC(C)(CNC(=O)C1CCN(S(=O)(=O)c2cc([N+](=O)[O-])ccc2Cl)CC1)N1CCOCC1
  -20.7%	?	12.6	0.6%	-2.8%	6.8%	-1.5%	3.5%	-15.0%
CCOc1ccccc1NC(=O)N1CCCC1C(=O)Nc1ccc(-n2cnnn2)c(C)c1 (stereo not given)
  16.0%	-5.9%	-8.9	-0.5%	-5.0%	-3.9%	-3.5%	-3.8%	3.9%
Cc1cc(Br)cc(Br)c1OCC(=O)NNC(=O)c1ccoc1C
  6.1%	-14.7%	-3.1	-9.8%	-4.4%	-2.0%	-13.4%	-11.5%	-7.2%
CCc1nn2c(=O)cc(COC(=O)c3ccco3)nc2s1
  0.0%	-2.8%[57.1 µM]	-10.9	0.1%	2.1%	0.5%	5.8%	-8.7%[57.1 µM]	-2.1%
CC(C)CN(CCNC(=O)c1cc(=O)[nH]c2ccc(S(=O)(=O)N3CCCCCC3)cc12)CC(C)C
  15.6%	22.3%[57.1 µM]	-5.6	-0.8%	-0.9%	-14.6%	10.9%	3.8%[57.1 µM]	-10.8%
CC(=O)Nc1ccc2nc(NC(=O)COc3ccccc3Cl)sc2c1
  -26.2%	14.1%[57.1 µM]	-5.4	-5.1%	-4.8%	-6.6%	?	6.0%[57.1 µM]	-17.1%
Cc1cccc(C(=O)N[C@H](C(=O)OCc2cc(=O)n3c(n2)sc2ccccc23)C(C)C)c1
  0.6%	-13.0%	-2.1	-1.3%	-2.7%	2.3%	-1.9%	10.9%[57.1 µM]	-3.7%
COc1cc(F)cc(-c2ccc3c(c2)c(-c2cccs2)c(-c2cc(OC)cc(OC)c2)n3C)c1
  -8.1%	1.2%[57.1 µM]	-3.4	-5.0%	-6.0%	-3.0%	-5.4%	24.8%[57.1 µM]	-42.3%

Screens: PubChem, National Center for Advancing Translational Sciences (NCATS)
